# M1 ag parental: counter-screen for M1 agonists: effect in parental CHO-K1 cells | Fluo-8 calcium fluorescence; scaled to maximal ATP response, vehicle zero | activation, % at 3 µM | hit rate 0.48% among 360,000 | AID 602248, 2012; in the data active = activation above about 15%;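 note: untransfected CHO-K1 host cells lacking M1 receptor as counterscreen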
# CHO parental Ca: ATP-evoked calcium signal inhibitors, parental CHO, primary screen, counter-screen for OX1R antagonist project, cell-based, fluorescence, Fluo-8 calcium dye; parental CHO-K1, ATP-induced calcium, Fluo-8 fluorescence; inhibition, % at 5.6 µM; hit rate 0.63% among 330,000; AID 463079, 2010;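 active = inhibition above that plate's mean sample inhibition plus 3 SD, cut at about 26% in these data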;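 note: 0% = ATP-challenged DMSO wells and 100% = DMSO wells without ATP; some compounds past the cut are filed as inactive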
#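 Test system: untransfected parental CHO cell line; also added: ATP stimulus; dosing: 5.6 µM, single dose; signal: calcium-sensitive Fluo-8 fluorescence; measure: percent inhibition of ATP-evoked calcium rise, normalized to controls; benchmarks: low control ATP plus DMSO, high control DMSO only; replication: one well per compound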
# M1 PAM parental: nonselective calcium activators in parental CHO-K1 cells, primary screen, counter-screen for M1 PAM project, cell-based, Fluo-8 calcium fluorescence, full deck, 1536-well. ATP EC20; 0% at ATP EC20, 100% at ATP max. activation, % at 3 µM. hit rate 0.02% among 360,000;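 active = activation above the run cutoff, the mean activation of all test compounds plus 3 SD, cut at about 40% in these data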;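 note: peak over basal fluorescence ratio in a 140 s read after ATP addition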
# M1 ag: human M1 muscarinic receptor agonists, primary screen, Fluo-8 calcium fluorescence, CHO-K1 cells, HTS; hit rate 0.33% among 360,000; CHO-K1 hM1, agonist mode; 0% DMSO, 100% acetylcholine EC100; activation, % at 3 µM;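 active = activation above the run's mean compound activation plus 3 SD, cut at about 16% in these data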;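 note: peak over basal fluorescence ratio within a 140 s kinetic read after compound addition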
# Target sequence (P11229 whole entry, looked up): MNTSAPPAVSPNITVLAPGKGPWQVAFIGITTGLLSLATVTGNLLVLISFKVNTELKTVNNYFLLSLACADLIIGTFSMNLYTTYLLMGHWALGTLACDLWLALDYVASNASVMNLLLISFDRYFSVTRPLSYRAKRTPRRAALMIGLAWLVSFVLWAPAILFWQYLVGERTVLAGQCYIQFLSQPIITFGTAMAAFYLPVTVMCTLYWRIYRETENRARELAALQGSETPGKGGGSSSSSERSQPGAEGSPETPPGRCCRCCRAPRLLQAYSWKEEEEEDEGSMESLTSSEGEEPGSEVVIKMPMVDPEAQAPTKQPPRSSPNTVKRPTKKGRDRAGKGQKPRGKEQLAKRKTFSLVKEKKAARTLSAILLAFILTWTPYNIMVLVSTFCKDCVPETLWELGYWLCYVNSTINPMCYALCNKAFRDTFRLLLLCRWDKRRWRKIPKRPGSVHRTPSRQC
# M1 PAM: human M1 muscarinic receptor positive allosteric modulators, primary screen, CHO-K1 cells, Fluo-8 calcium fluorescence, 1536-well; CHO-K1 hM1, ACh EC20; 0% = ACh EC20, 100% = maximal ACh; hit rate 0.088% among 360,000; AID 588819, 2011; activation, % at 3 µM; in the data active = activation above about 19%, passing the limit was not always enough
# TAAR1 antag: human TAAR1 antagonists, primary screen, Fluo-8 calcium fluorescence, CHO RD-HGA16 cells; antagonist; Trace amine-associated receptor 1 (Homo sapiens), Q96RJ0; hit rate 1.5% among 360,000; inhibition, % at 3 µM;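 active = inhibition above a per-plate cutoff, the mean inhibition of test compounds on that plate plus 3 SD, cut at about 49% in these data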;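 note: 0% = DMSO plus EC80 beta-PEA response and 100% = DMSO alone without agonist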
# Target sequence (Q96RJ0 whole entry, looked up): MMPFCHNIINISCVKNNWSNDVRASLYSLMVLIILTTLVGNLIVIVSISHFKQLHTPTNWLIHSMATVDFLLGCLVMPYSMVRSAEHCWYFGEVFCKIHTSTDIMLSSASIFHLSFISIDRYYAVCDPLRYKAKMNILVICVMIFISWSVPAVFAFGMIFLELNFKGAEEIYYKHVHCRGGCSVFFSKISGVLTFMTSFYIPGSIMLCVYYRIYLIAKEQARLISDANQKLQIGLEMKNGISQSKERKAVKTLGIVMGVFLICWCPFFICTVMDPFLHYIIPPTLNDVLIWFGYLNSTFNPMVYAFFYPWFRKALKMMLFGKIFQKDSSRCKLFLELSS
#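 Material: CHO RD-HGA16 cells bearing hTAAR1; compound dosing: one-point dosing, 3 µM nominal final; schedule: dye loading 75 min at 37 °C, then 30 min room temperature; measured by: calcium fluorescence with Fluo-8; control set: vehicle and agonist controls; replication: n of 1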
# M1 antag: human M1 muscarinic receptor antagonists, primary screen, CHO-K1 cells, Fluo-8 calcium fluorescence, 1536-well; Muscarinic acetylcholine receptor M1 (Homo sapiens), P11229; AID 588852, 2011; inhibition, % at 3 µM; CHO-K1 hM1, ACh EC80 antagonist; hit rate 1.3% among 360,000;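 active = percent inhibition above its own plate's cutoff, namely the mean of that plate's compound wells plus 3 SD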;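 note: peak over basal fluorescence ratio during 140 s after agonist addition; 0% = ACh EC80 plus DMSO and 100% = DMSO alone without agonist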
# TAAR1 agonist: human TAAR1 agonists, primary screen, Fluo-8 calcium fluorescence, CHO RD-HGA16 cells; Trace amine-associated receptor 1 (Homo sapiens), Q96RJ0; activation, % at 3 µM; AID 624467, 2012; vehicle wells 0%, saturating PEA agonist 100%; hit rate 0.99% among 360,000;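 active = activation above the mean activation of all test compounds in the run plus 3 SD, cut at about 38% in these data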
#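 Signal – calcium-sensitive Fluo-8 signal, excitation 470-495, emission 515-575 nm · System – RD-HGA16 (CHO) cells co-expressing Gα16 and hTAAR1 · Incubation – 17-24 h seeding, 75 min 37 °C dye, 30 min RT · Compound dosing – 3 µM single concentration · Repeats – no replicates (n 1)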
# CHO-K1 Ca antag: M1 antagonist counterscreen hit in parental CHO-K1 cells; inhibition, % at 3 µM; hit rate 0.6% among 360,000; ATP-induced calcium, Fluo-8 fluorescence; AID 602250;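 active = inhibition above a per-plate cutoff, the plate's mean sample inhibition plus 3 SD, cut at about 24% in these data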;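 note: 0% = DMSO plus EC80 ATP and 100% = DMSO alone without ATP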
# Numbers without * were called inactive; x = not tested or not shown; & = joins results of further samples. The order is random (roughly 4.4% active in at least one column).
# Start of the data: the first 5 entries, ahead of the listing:
SMILES,M1 ag parental,CHO parental Ca,M1 PAM parental,M1 ag,M1 PAM,TAAR1 antag,M1 antag,TAAR1 agonist,CHO-K1 Ca antag
COc1ccccc1N1CCN(C(=O)CCc2ccc(S(=O)(=O)NCC(C)C)cc2)CC1,3.3,-22,2,8,10,19,-3,11,13
Cc1ccccc1-c1cnc(C(O)c2ccc(-c3ccccc3)cc2)[nH]1 (stereo not drawn),0.1,x,13,-1,11,-11,-19,3,-5
Cc1ccc(Cl)cc1NC(=O)C1CCCN(S(C)(=O)=O)C1 (stereo not drawn),0.2,-11,12,-3,4,-23,-6,0,-10
CC1O[C@@H]2O[C@](O[C@H](C)CC[C@@H](C)O)(c3ccccc3)O[C@@H]2C[C@H]1O (stereo partly drawn),0.6,4,7,-2,-4,10,11,8,-6
Cc1ccc(C(=O)OCC(=O)NC2CCCCCC2)c(C)c1,0.7,x,7,-5,13,2,-19,-2,-9

# The list itself (from the top)
SMILES,M1 ag parental,CHO parental Ca,M1 PAM parental,M1 ag,M1 PAM,TAAR1 antag,M1 antag,TAAR1 agonist,CHO-K1 Ca antag
COc1ccccc1N1CCN(C(=O)CCc2ccc(S(=O)(=O)NCC(C)C)cc2)CC1,3.3,-22,2,8,10,19,-3,11,13
Cc1ccccc1-c1cnc(C(O)c2ccc(-c3ccccc3)cc2)[nH]1 (stereo not drawn),0.1,x,13,-1,11,-11,-19,3,-5
Cc1ccc(Cl)cc1NC(=O)C1CCCN(S(C)(=O)=O)C1 (stereo not drawn),0.2,-11,12,-3,4,-23,-6,0,-10
CC1O[C@@H]2O[C@](O[C@H](C)CC[C@@H](C)O)(c3ccccc3)O[C@@H]2C[C@H]1O (stereo partly drawn),0.6,4,7,-2,-4,10,11,8,-6
Cc1ccc(C(=O)OCC(=O)NC2CCCCCC2)c(C)c1,0.7,x,7,-5,13,2,-19,-2,-9
COc1ccc(CN2CC(=O)N(c3cc(Cl)ccc3OC)C2=S)cc1OC,8.9,-14,20,1,-9,8,13,7,3
CCc1nc2c(OCc3ccccc3)cccn2c1N(Cc1ccccc1)C(C)=O,-0.1,x,-4,-9,4,-19,-17,-3,0
O=C(CNS(=O)(=O)c1cccs1)N1CCCC1,0.4,-2,21,-3,6,10,-14,4,-11
COc1cccc(C(=O)Nc2ccccc2)c1,-0.4,-3,25,-4,9,-7,-5,15,-14
Cc1ccc(S(=O)(=O)NCC(c2ccccc2)N2CCN(c3ccc(F)cc3)CC2)cc1 (stereo not drawn),-0.1,x,-5,-4,-3,-3,4,-1,-5

# One compound at a time (already shown):
# `COc1ccc(CN2CC(=O)N(c3cc(Cl)ccc3OC)C2=S)cc1OC` as listed: M1 ag parental = 8.9; CHO parental Ca = -14; M1 PAM parental = 20; M1 ag = 1; M1 PAM = -9; TAAR1 antag = 8; M1 antag = 13; TAAR1 agonist = 7; CHO-K1 Ca antag = 3
# `Cc1ccccc1-c1cnc(C(O)c2ccc(-c3ccccc3)cc2)[nH]1` (stereo not drawn) as listed: M1 ag parental = 0.1; CHO parental Ca = x; M1 PAM parental = 13; M1 ag = -1; M1 PAM = 11; TAAR1 antag = -11; M1 antag = -19; TAAR1 agonist = 3; CHO-K1 Ca antag = -5

# Additional records.
SMILES,M1 ag parental,CHO parental Ca,M1 PAM parental,M1 ag,M1 PAM,TAAR1 antag,M1 antag,TAAR1 agonist,CHO-K1 Ca antag
c1ccc2oc(-c3ccc4nc[nH]c4c3)nc2c1,1.3,-9,18,-4,3,-6,-1,14,-2
Cc1cc(NC(=O)c2ccc3c(c2)C(=O)N(C(C)(C)C)C3=O)no1,0.6,-6,12,-11,12,-1,-9,4,5
CC(=O)NC1=NN(C(C)=O)C(C)(CS(=O)(=O)c2ccc(Cl)cc2)S1 (stereo not drawn),0.5,12,17,-1,-1,-3,-15,0,-6
CC(C)n1cc(/C=C2/SC(=O)N(CC(=O)Nc3ccc4c(c3)OCO4)C2=O)c2ccccc21,-0.1,-7,13,3,3,9,-24,7,-19
Nc1cccc2c1C(=O)N(C(=O)c1cccc(S(=O)(=O)N3CCCCCC3)c1)C2=O,0.0,-14,-6,-1,5,10,-22,6,28*
CC1CCCC(C)N1C(=O)CSc1nnc(COc2ccccc2)n1-c1ccccc1 (stereo not drawn),1.3,-17,8,-6,-3,-14,2,0,-14
c1ccc(Sc2cccc3ccccc23)c(CNC2=NCCN2)c1,0.0,-8,-6,-11,-13,-7,9,6,3
CC(=O)N/C(=C\c1ccc2c(c1)OCO2)C(=O)NC(C(=O)O)c1ccccc1 (stereo not drawn),0.8,-9,7,-2,8,-11,-35,1,-10
COCCn1c(SC2CCCCC2=O)nnc1-c1ccncc1 (stereo not drawn),1.1,-4,3,-5,5,-11,-8,2,-13
COc1ccc(CNC(=O)CSc2nnc(C)s2)cc1,0.6,-1,28,-6,9,7,-16,6,-9
CN(C)CCNC(=O)c1coc(=O)c(Br)c1,0.3,-12,16,-3,1,15,1,1,-3
CCc1nc2ccc(C(=O)Nc3cccc(NS(C)(=O)=O)c3)cn2c1N(CCC(C)C)CCN(C)C,-0.1,x,-12,0,6,-6,-9,2,0
CCn1c(SCC(=O)NC2CCCC2)nnc1-c1ccncc1,0.0,-7,-6,0,5,-3,-12,0,-12
O=C(CC1C(=O)NCCN1CC1CCCCC1)NCc1ccccc1Cl (stereo not drawn),2.5,-16,11,-6,16,-6,1,2,15
Cc1cc(=O)n2c3ccccc3n(CC(O)CN3CCCCC3)c2c1C#N (stereo not drawn),-0.5,-20,3,-16,-5,3,-1,3,-18
COc1ccc([C@H]2[C@H](C(=O)C(C)(C)C)N3N=Cc4ccccc4C3C23C(=O)OC(C)(C)OC3=O)cc1 (stereo partly drawn),0.1,-13,2,-10,2,5,1,-3,-1
Cc1ccc(NC(=S)NC2CCN(Cc3ccccc3)CC2)c(C)c1,0.6,-10,-12,-11,4,12,-1,0,-12
Cc1ccccc1N1C(=O)C(Oc2ccc(Cl)cc2)C1CNCCCOC(C)C (stereo not drawn),4.2,-17,11,-6,-5,13,13,10,-10
NC(=O)c1ccsc1NC(=O)COC(=O)c1ccccc1NCc1ccco1,2.9,-43,19,1,-5,35,18,21,-1
CCOC(=O)COc1c(C=O)cc(Br)cc1OC,-0.2,9,11,-4,13,-7,-13,9,1
CCOC(=O)Cc1nnc(NC(=O)c2ncn[nH]2)s1,0.1,-4,9,-5,3,-12,-8,5,-1
CCCCCn1c(CCCNC(=O)CC)nc2ccccc21,0.7,-5,18,-7,3,-9,-3,1,-6
Cc1cccc(NC(=O)NC(C)CCc2ccccc2)c1 (stereo not drawn),5.9,-14,14,-7,-5,13,0,6,-10
CC(C)C[C@@H](N)c1nnc(SCC(=O)c2ccc(Cl)cc2)o1,0.2,-17,6,4,-1,4,0,20,-13
O=C(CN1CCN(S(=O)(=O)c2ccccc2)CC1)Nc1ccccc1C(=O)NC1CC1,6.6,-29,13,-4,-6,48,13,12,-18
CC(C)N(c1ccccc1)c1ccc(NC(=O)[C@@H]2O[C@H](CO)[C@H](O)[C@H](O)[C@H]2O)cc1,0.1,x,-7,-1,1,-24,-7,2,-20
CC(=O)Oc1ccc(Cn2c(C)c(C(=O)NCc3cccc(C(F)(F)F)c3)sc2=O)cc1,2.4,x,2,0,0,27,0,1,13
Cc1nnc(NC(=O)C2c3ccccc3Oc3ccccc32)s1,0.6,-9,2,-5,-11,-19,15,18,4
COc1ccccc1N1CCN(C(=O)CSc2nc(-c3ccco3)cc(C(F)(F)F)n2)CC1,7.8,-11,1,1,-14,42,19,24,-8
C/C(N)=C(/C#N)C(=O)CSc1n[nH]c(-c2ccccc2Br)n1,1.2&1.2,1,-8&18,3&-3,15&8,4&-14,-7&-5,1&2,-9&-9
O=C(Nc1ccc(Cl)c(S(=O)(=O)N2CCOCC2)c1)c1cc2ccccc2oc1=O,0.0,-18,0,1,-1,35,-7,10,-9
O=C(CC(c1ccccc1)c1ccccc1O)NCc1ccccc1Cl (stereo not drawn),1.2,-25,4,-6,-6,-21,5,2,-3
Cc1ccc(C(=O)N2CC(C)OC(C)C2)cc1S(=O)(=O)N1CCCCC1 (stereo not drawn),1.1,-1,22,-3,7,2,-8,8,-16
CCOC(=O)c1ccc(NNC(C)=O)c([N+](=O)[O-])c1,3.5,-7,24,-8,7,2,-8,0,-7
O=C(N[C@@H](Cc1ccccc1)C(=O)NC1CCCCCC1)c1ccco1,1.1,-15,5,-5,3,-5,-2,4,7
Clc1ccc(Cn2nnc3ccccc32)cc1,3.5,6,10,-4,12,-10,-19,-2,-3
O=C(c1ccco1)N1CCN(C(c2ccccc2Cl)c2nnnn2Cc2cccs2)CC1 (stereo not drawn),4.5,-10,6,0,-12,59*,10,27,14
S=c1[nH]nc(SCc2ccccc2)c2[nH]cnc12,1.1,x,11,3,14,-13,-19,2,-2
COc1ccc(OC)c(N(/C(N)=N/c2nc(C)cc(C)n2)S(=O)(=O)c2ccc(NC(C)=O)cc2)c1,0.6,-5,9,-1,16,-21,-10,3,-12
CC1=CC(C)(C)Nc2ccc(OC(=O)c3ccco3)cc21,2.0,-11,14,-3,-4,-18,-3,1,-6
CC(=O)Oc1ccc(-c2cccc(C(=O)N(C)c3ccc(O)cc3)c2)cc1,-0.2,4,7,-2,5,20,-2,7,-1
CCCCOc1ccc(CN2CCSCC2)cc1,0.3,x,7,-2,-6,-13,-6,0,-9

# Assay outcomes (PubChem BioAssay)
